# Cav3 T inh: inhibitors of human Cav3.2 T-type calcium channel. Cav3.2-expressing cells, Fluo-4 calcium fluorescence FDSS; hits give low values. B-score at 10 µM. hit rate 4% among 100,000. AID 449739;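 active means single-dose well whose peak fluorescence ratio is a statistical outlier from its plate by either plate-standardised score or position-corrected B-score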
# Starred values were filed as active, the others as inactive. A portion of the library; count on the stated rates, not on these rows.
SMILES,Cav3 T inh
C/C(=N\NC(=O)c1cccc(Cl)c1)c1cccc(NC(=O)C(C)C)c1,0.388
CCOC(=O)c1[nH]c(C)c(C(=O)Nc2cc(Cl)ccc2C)c1C,-0.0359
CCOC(=O)C(C)n1cnc2c(nnn2-c2ccc(C)cc2)c1=O (stereo not given),0.95
COC(=O)C1=C2c3[nH]c4ccccc4c3CCN2C(=O)CC1,-2.03
CCc1ccc(C(C)NC(=O)c2cc(C)oc2C)cc1 (stereo not given),-0.361
Cc1nnc(SCC(=O)N2CC(=O)Nc3ccccc32)n1C,0.541
CC(C)n1c(CCCO)nc2ccccc21,0.0875
COc1c(C)cc(Br)cc1C(=O)NCc1cccnc1,1.69
COCCNC(=O)C(c1ccco1)N(C(=O)Cn1nnc2ccccc21)c1ccc(C)cc1C (stereo not given),-0.426
O=C(CCOc1ccccc1)Nc1ccccc1,-0.00833
C=CCn1c(SCC(=O)Nc2cc(C)cc(C)c2)nnc1-c1cnccn1,0.277
CC1CCC(NC(=O)C2(C)CCC(=O)N2Cc2cccnc2)CC1 (stereo not given),1.06
Nc1nnc(C2CCCC2)s1,-1.09
COc1cccc(C2(O)CCN(C(=O)Cc3cccnc3)CC2)c1,0.335
O=C1CC(c2cccc(F)c2)SC(N(c2ccccc2)c2ccccc2)=N1 (stereo not given),-0.096
O=C(CN1CCN(C(=O)c2ccco2)CC1)Nc1ccc2c(c1)OCCO2,0.638
Cc1cc(=O)oc(C)c1C(=O)Nc1cccc2nonc12,0.125
Cc1cccc(OCCCCc2c(C)n[nH]c2C)c1C,-3.08
COc1ccc(CN(C2CCCC2)S(=O)(=O)c2ccc(-n3cnnn3)cc2)cc1OC,0.0139
CCC(C)[C@H](NC(=O)Nc1ccc2c(c1)OCCO2)C(=O)O (stereo not given in full),0.493
O=C(OCn1nnc2ccccc2c1=O)c1ccc2c(=O)n3c(nc2c1)CCC3,0.187
FC(F)(F)c1nnc(-c2ccccc2)nc1N1CCOCC1,-0.246
Cc1cc(C)n(CC(=O)NC2CCCCC2)n1,1.2
Cc1ccccc1NC(=O)Cn1cnc2c1c(=O)n(C)c(=O)n2C,-0.506
COC(=O)c1ccccc1S(=O)(=O)Nc1ccc2cn[nH]c2c1,-0.232
SMILES,Cav3 T inh
O=C(NCCC1=CCCCC1)c1cnc2n(c1=O)CCS2,-0.211
O=C(O)CC1=C(O)C(=O)N(c2ccccc2)C1c1ccc(Cl)cc1 (stereo not given),0.669
O=C(Oc1cccc(/C=N/Nc2nc(N3CCOCC3)nc(N3CCOCC3)n2)c1)c1ccco1,1.52
Clc1ccc(Oc2cnc3ccccc3n2)cc1,-1.58
Cc1cc(C(=O)OCC(=O)NCCCN2CCCC2=O)c2ccccc2n1,0.0778
CCOc1ccc(N(CC(=O)NC2CCCCC2)C(=O)CSc2nnc(COc3ccccc3)o2)cc1,-4.34*
CCCc1cc(Nc2cccc(OCC)c2)n2ncnc2n1,-0.0654
Cc1ccc(S(=O)(=O)N(C)c2ccc(C(=O)N3CCN(Cc4ccc5c(c4)OCO5)CC3)cc2)cc1,-3.19
O=C(CNC(=O)c1ccco1)OCC(=O)c1ccc2ccccc2c1,-0.893
Cc1ccc(N2C(=O)C3Sc4[nH]c(=O)sc4C(c4ccccc4)C3C2=O)cc1 (stereo not given),-0.0506
CCOc1ccc(NC(=O)C2=C(C)C(=O)OC23CCC(C)CC3)cc1 (stereo not given),-2.91
c1ccc2c(c1)ncn2Cc1nnc2sc(-c3ccc4c(c3)OCO4)nn12,-0.744
CCOc1ccc(NC(=O)N(CCC(C)C)C2CCN(C(C)=O)CC2)cc1,0.187
COc1ccc(OC(=O)c2cccc(S(=O)(=O)N3CCCC3)c2)cc1,-2.4
COc1ccc(C(=O)CSc2nc(SC)ns2)cc1OC,-0.458
COC(=O)c1ccc(C(=O)OC)c(NC(=O)CCC(=O)O)c1,0.336
CCOc1cc2c3c(c1)C1(Nc4ccccc4S1)C(=O)N3C(C)(C)CC2C (stereo not given),-4.22*
O=C(CSc1nnc(-c2ccc(Br)cc2)n1C1CCCCC1)N1CCCC1,0.784
COc1cc2oc(-c3ccc(O)cc3)cc(=O)c2c(O)c1OC,-0.0104
O=C(Nc1ccc2oc(-c3ccccc3F)nc2c1)c1ccc2c(c1)OCCO2,-0.158
CC(C)CCn1c(=O)c2ccccc2c2ccccc2c1=O,0.331
O=C(Cn1c(C2CC2)nc2ccccc2c1=O)Nc1ccc(Br)cc1,-2.43
CC1CC1C(=O)OCc1cc(=O)n2cc(Br)ccc2n1 (stereo not given),0.149
O=C(Nc1cc(C(F)(F)F)ccc1N1CCCCC1)c1ccc(Br)o1,-0.591
COC(=O)Cc1c[nH]c2ccc(OCC(O)CNC(C)C)cc12 (stereo not given),0.183
SMILES,Cav3 T inh
CC(C)c1ccc(OCc2ccc(C(=O)N3CCN(c4ccccn4)CC3)cc2)cc1,-3.72
Cc1ccccc1-c1nnc(SCc2ccccc2)o1,0.176
Cc1ccc(C)c(S(=O)(=O)N2CCN(CC(=O)N3CCc4ccccc4C3)CC2)c1,-1.93
CCOC(=O)c1cnc(SCC(=O)N2CCN(C(=O)c3ccco3)CC2)nc1N,0.312
Cc1ccccc1S(=O)(=O)Cc1ccc(C(=O)NCCN2CCN(Cc3ccccc3)CC2)o1,2.22
Cc1cc(C)n(-c2cc(N3CCN(S(=O)(=O)c4ccc(C)c(C)c4)CC3)ccc2[N+](=O)[O-])n1,0.475
CCC(C)[C@H]1CNC(=S)N1CCc1cccc2ccccc12 (stereo not given in full),-3.72
COc1ccc(C2NCCO2)cc1OC (stereo not given),0.524
CC(C)(C)NC(=O)C(c1ccc(F)cc1)N(Cc1ccco1)C(=O)c1csnn1 (stereo not given),0.118
CC12CC(NC(=O)N1c1cccc(C(=O)Nc3ncn[nH]3)c1)c1ccccc1O2 (stereo not given),-0.748
Cc1cc(C)cc(N(C(=O)Cc2cccs2)C(C(=O)NC2CCCCC2)c2ccccn2)c1 (stereo not given),-5.26*
Cc1ccc(NC(=S)c2nc3ccccc3[nH]2)cc1,0.532
COC(=O)c1cc2c(ccn2-c2ccc(F)cc2)n1C(C)C,-0.541
O=c1c2ccccc2c(-c2ccc(F)cc2)nn1-c1ccc(C(F)(F)F)cc1,0.392
CC(C)(C#N)Nn1cnnc1,0.0297
Cn1nnnc1SCc1cc(=O)[nH]c2ccccc12,-0.174
CCOC(=O)CC(N)c1ccc(OC)cc1 (stereo not given),-0.11
Cc1ccc(-n2c(C)cc(/C=N/NC(=O)CC3(C)OCCO3)c2C)c(C)c1,-1.92
COc1cccc(N(CC(=O)NCCSc2ccccn2)S(C)(=O)=O)c1,1.38
O=C(CSc1nnc(-c2ccc(S(=O)(=O)N3CCCC3)cc2)n1CC1CCCO1)NC1CC1 (stereo not given),1.02
CCn1cc(C(=O)N2CCCC2)c(=O)c2cc(S(=O)(=O)N(C)C)ccc21,-2.23
CCOC(=O)c1[nH]c(C)c(CCC(=O)OC)c1C,-0.076
CCn1c(=O)c(C(=O)CN2CCOCC2)c(N)n(Cc2ccccc2)c1=O,0.342
CC(=O)OC1CC(C)(C)N(OC(=O)c2ccc(N)cc2)C(C)(C)C1,-1.1
Cc1cccc(Nc2ncnc3ccccc23)c1,0.429

# Fetched one by one from the list above:
SMILES,Cav3 T inh
COc1ccc(C2NCCO2)cc1OC (stereo not given),0.524
CCC(C)[C@H]1CNC(=S)N1CCc1cccc2ccccc12 (stereo not given in full),-3.72
Cc1ccc(C)c(S(=O)(=O)N2CCN(CC(=O)N3CCc4ccccc4C3)CC2)c1,-1.93
CCOC(=O)CC(N)c1ccc(OC)cc1 (stereo not given),-0.11
CC(C)c1ccc(OCc2ccc(C(=O)N3CCN(c4ccccn4)CC3)cc2)cc1,-3.72
CC12CC(NC(=O)N1c1cccc(C(=O)Nc3ncn[nH]3)c1)c1ccccc1O2 (stereo not given),-0.748

# (further entries)
SMILES,Cav3 T inh
CCC(=O)Nc1ccc(S(=O)(=O)Nc2cccnc2)cc1,-0.0279
COc1ccccc1NC(=O)N(Cc1ccco1)Cc1cc2cc(C)cc(C)c2[nH]c1=O,-5.11*
Cc1nc2ccc(S(=O)(=O)NCC(=O)N(C)Cc3ccco3)cc2s1,-0.521
CCN1CC(O)=C(c2nc3ccccc3s2)C1=N,-0.00668
Cc1nn(Cc2ccc(Cl)cc2Cl)c(C)c1NC(=O)c1ccc(COc2cc(Cl)ccc2Cl)o1,-5.17*
CCCn1c(N2CCN(Cc3cccc(C)c3)CC2)nc2c1c(=O)[nH]c(=O)n2C,1.08
CN1c2ccsc2C(O)=C(C(=O)Nc2ccccc2)S1(=O)=O,0.365
CC1=C(C(=O)Nc2cccnc2)C(c2ccncc2)n2nnnc2N1 (stereo not given),-0.0168
COc1cccc(-c2cnc(NCc3cc(Cl)ccc3O)n2C)c1,-4.28*
COc1ccc(/C=N/NS(=O)(=O)c2ccccc2)cc1OS(=O)(=O)c1ccc(C)cc1,-3.68
O=C(/C=C/c1ccc(Cl)cc1)N1CCN(c2ccc(Cl)cc2[N+](=O)[O-])CC1,-7.47*
CCCc1cc(=O)oc2c(CN3CCN(C)CC3)c(O)c(Cl)cc12,1.28
CCOC(=O)c1cc(-c2ccncc2)nc2c1c(C)nn2C,0.801
Cn1c(-c2ccc(Br)cc2)cnc1NCc1cccnc1,0.919
COC(=O)Cc1c(C)c2c(O)cc(C)cc2oc1=O,0.599
Cc1cc(C)c(S(C)(=O)=O)c(Sc2ccc(Cl)cc2)n1,-0.134
COc1ccccc1S(=O)(=O)Cc1ccc(C(=O)N2CCN(c3ccccc3)CC2)o1,1.4
CCC1SC2=NC(C)=C(C(=O)OC)C(c3cccs3)N2C1=O (stereo not given),-0.0679
O=C(O)c1ccccc1CSc1nc2ccccc2o1,1.44
COc1ccc(CNC(=O)C2(CC3CC(c4ccccc4)=NO3)CCN(C(=O)Cc3ccc(F)cc3)CC2)cc1 (stereo not given),-0.594
Cc1ccc(NC(=O)CO/N=C(\N)c2nonc2N)cc1,0.905
O=C1CCCc2[nH]nc(-c3cccnc3)c21,-0.0197
C=CCNC(=O)c1oc2ccc(S(=O)(=O)N(CC)CC)cc2c1C,0.216
O=C(COC(=O)C1CCN(S(=O)(=O)c2cccc3cccnc23)CC1)c1ccc([N+](=O)[O-])cc1,0.577
Cc1ccc(C(C)C)c(OCC(=O)Nn2c(C)nc3ccccc3c2=O)c1,-4.97*

# Among those listed so far, eight contain fluorine:
SMILES,Cav3 T inh
O=C1CC(c2cccc(F)c2)SC(N(c2ccccc2)c2ccccc2)=N1 (stereo not given),-0.096
FC(F)(F)c1nnc(-c2ccccc2)nc1N1CCOCC1,-0.246
O=C(Nc1ccc2oc(-c3ccccc3F)nc2c1)c1ccc2c(c1)OCCO2,-0.158
O=C(Nc1cc(C(F)(F)F)ccc1N1CCCCC1)c1ccc(Br)o1,-0.591
CC(C)(C)NC(=O)C(c1ccc(F)cc1)N(Cc1ccco1)C(=O)c1csnn1 (stereo not given),0.118
COC(=O)c1cc2c(ccn2-c2ccc(F)cc2)n1C(C)C,-0.541
O=c1c2ccccc2c(-c2ccc(F)cc2)nn1-c1ccc(C(F)(F)F)cc1,0.392
COc1ccc(CNC(=O)C2(CC3CC(c4ccccc4)=NO3)CCN(C(=O)Cc3ccc(F)cc3)CC2)cc1 (stereo not given),-0.594

# (further entries)
SMILES,Cav3 T inh
Cc1ccc(C(=O)Nc2ncc(Cc3ccccc3)s2)o1,-1.63
CC(=O)c1ccc(S(=O)(=O)N2CCN(c3nc4c(C)c(C)ccc4cc3C#N)CC2)cc1,-0.722
Cc1noc(C)c1CSc1ncnc2sc3c(c12)CCC3,-2.22
O=C(NCCc1c[nH]c2ccccc12)c1cc2sccc2n1Cc1ccccc1,-4.96*
Cc1ccc(C(=O)OCn2ncc(Cl)c(Cl)c2=O)cc1,-2.14
CCOC(=O)/C(C#N)=C1/SC(CC)C(=O)N1c1ccc(C)cc1 (stereo not given),0.229
OC(c1cccnc1)c1cccs1 (stereo not given),-0.149
O=C(O)CCC(NC(=O)C(Cc1ccc2c(c1)OCO2)NC(=O)c1ccccc1)C(=O)O (stereo not given),0.415
COC(=O)c1[nH]c(C)c(/C(O)=C2\C(=O)C(=O)N(CCN(C)C)C2c2ccco2)c1C (stereo not given),0.188
C/C(=N\OCC(=O)N/N=C/c1ccc(C)cc1O)c1cccs1,0.0298
CCN1C(=O)N[C@@H](CCc2ccccc2)[C@H](C(C)=O)[C@H]1C,0.754
CC(=O)N1CCN(c2ccc(NCc3ccc4c(c3)OCO4)cc2)CC1,0.81
Cc1cc(C)cc(Nc2cnn(C34CC5CC(CC(CC(=O)O)(C5)C3)C4)c(=O)c2Cl)c1,0.724
O=C(Nc1ccc(SC(F)F)cc1)C1=COCCO1,0.721
CCn1c(SCC(N)=O)nnc1-c1ccc(S(=O)(=O)N2CCN(C)CC2)cc1,-0.679
CCCCCCNS(=O)(=O)c1ccc(Cl)s1,-6.44*
O=C(CCC(=O)OCC(=O)c1ccc(-c2ccccc2)cc1)Nc1cccc2cccnc12,-1.13
CC1=CS(=O)(=O)CC1Sc1nc2ccccc2[nH]1 (stereo not given),0.223
COc1cc2c(cc1NC(=O)c1cccnc1)oc1ccccc12,-0.545
OCCNc1nc(Nc2ccc(Cl)cc2)nc(N2CCCC2)n1,0.607
Cc1ccc2nc3sc(C(=O)NCc4ccco4)c(N)c3cc2c1,-0.0794
O=C1C2C(C(=O)N1c1ccncc1)C1C=CC2C12CC2 (stereo not given),-0.195
CC(C)(C)c1ccc(/C=C/C(=O)N2CCc3ccccc3C2)cc1,-2.4
COc1ccc(C(=O)CN2C(=O)NC(C)(c3ccc(C)cc3)C2=O)cc1OC (stereo not given),-0.586
COCOc1cc(O)c(C(=O)/C=C/c2ccccc2)c(OCOC)c1,0.583
SMILES,Cav3 T inh
COC(=O)n1ccc(C(=O)Nc2ccccc2F)n1,0.579
COC(=O)CN(c1ccccn1)S(=O)(=O)c1ccccc1,0.236
COCC(=O)Nc1sc2c(c1C(=O)OC)CCC(C)C2 (stereo not given),-1.62
COc1cccc(N2CCN(CC(=O)c3c[nH]c4ccc(OC)cc34)CC2C)c1 (stereo not given),-1.58
Cc1ccc(CNc2oc(-c3cccs3)nc2C#N)cc1,-1.46
NS(=O)(=O)c1ccc(NC(=O)C2COc3ccccc3O2)cc1 (stereo not given),-0.62

# Screening results from PubChem BioAssay.
